IEC-6 tox = kills IEC-6 intestinal cells in KLF5 counter-screen; IEC-6 cytotoxicity, luminescence viability; AID 1825; inhibition, % at 5 µM; 290,000 compounds, 0.78% hits; in the data active means inhibition above about 22%;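 further: 0% = plate median of test compound wells and 100% = cytotoxic reference compound wells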
GSK3beta inhib = inhibitors of human GSK3beta kinase; GST-GSK3beta kinase, ADP-Glo luminescence, 60 min; hits give low values; activity score (negative = inhibition), % at 10 µM; 300,000 compounds, 0.038% hits;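 active means more than half of replicate wells score below -50%, meaning over 50% inhibition versus plate controls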;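 further: 0% = median DMSO wells and -100% = median GW8510 positive control wells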
Target sequence (P49841 whole entry, looked up): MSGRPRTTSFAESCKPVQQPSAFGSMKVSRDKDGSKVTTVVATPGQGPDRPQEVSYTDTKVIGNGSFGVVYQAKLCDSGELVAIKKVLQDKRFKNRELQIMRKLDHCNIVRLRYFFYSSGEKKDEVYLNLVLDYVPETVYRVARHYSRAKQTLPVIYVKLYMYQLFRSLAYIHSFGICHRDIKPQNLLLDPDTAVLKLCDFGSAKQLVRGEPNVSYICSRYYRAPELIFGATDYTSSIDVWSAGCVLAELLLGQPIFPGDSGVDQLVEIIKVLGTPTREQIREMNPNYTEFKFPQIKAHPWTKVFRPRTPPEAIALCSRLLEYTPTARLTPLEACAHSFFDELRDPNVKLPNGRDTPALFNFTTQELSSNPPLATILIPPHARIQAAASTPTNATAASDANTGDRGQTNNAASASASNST
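Assay system: GST-tagged human GSK3beta kinase, cell-free; Input: 1.6 ng GSK3beta; Medium: Tris/MgCl2 kinase buffer; Timing: 60 min enzyme reaction, room temperature; Signal: ADP-Glo luminescence quantifying ADP generated by kinase; Evaluation: score relative to plate controls; Benchmarks: DMSO neutral wells and GW8510 at 20 µM as positive.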
GSK3A inh = inhibitors of human GSK-3 alpha kinase | inhibition, % at 10 µM | ADP-Glo luminescence, 60 min | 320,000 compounds, 0.1% hits;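 in the data active means inhibition above about 50%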;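 further: GST-tagged GSK-3 alpha with peptide substrate and 25 µM ATP; 0% = DMSO neutral wells and 100% = GW8510 positive control wells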
Target sequence (P49840 whole entry, looked up): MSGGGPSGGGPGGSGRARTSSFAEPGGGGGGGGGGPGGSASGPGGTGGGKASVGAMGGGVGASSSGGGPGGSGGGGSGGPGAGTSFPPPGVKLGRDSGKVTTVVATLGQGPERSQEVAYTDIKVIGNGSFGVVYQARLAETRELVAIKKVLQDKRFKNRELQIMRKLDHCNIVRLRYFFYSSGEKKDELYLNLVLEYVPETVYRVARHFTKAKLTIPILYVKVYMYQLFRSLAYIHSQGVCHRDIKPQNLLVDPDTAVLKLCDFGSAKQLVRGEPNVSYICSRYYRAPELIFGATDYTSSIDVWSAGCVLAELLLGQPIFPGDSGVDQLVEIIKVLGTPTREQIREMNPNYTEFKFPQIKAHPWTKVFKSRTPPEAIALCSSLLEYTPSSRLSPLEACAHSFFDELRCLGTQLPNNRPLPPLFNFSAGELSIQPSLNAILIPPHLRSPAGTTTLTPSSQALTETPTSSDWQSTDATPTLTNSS
HSF1 activator = increases HSF-1 driven luciferase reporter signal; NIH3T3-HGL HSF-1 luciferase reporter, MG132, 8 h; 100% = twice DMSO control signal; activation, % at 9 µM; 300,000 compounds, 1.7% hits;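 active means mean replicate activation of at least 50% with a set share of replicates each reaching 50%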;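 further: 0% = median of the neutral control wells and 100% = twice that signal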
HSP90 refold inh = blocks HSP90-mediated luciferase refolding in reticulocyte lysate | Rabbit reticulocyte lysate, luciferase refolding luminescence, 3 h | inhibition, % at 5.6 µM | 290,000 compounds, 0.91% hits;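 active means inhibition above the screen-wide mean plus 3 SD, computed separately per campaign, cut at about 16% in these data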;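 further: 0% = DMSO wells and 100% = 60 µM geldanamycin wells; inhibitors lower the luminescence because luciferase stays unfolded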
aSyn 5UTR inh = 5' untranslated region of α-synuclein, MLPCN primary screen; inhibition, % (tested at 7.5 µM); 300,000 compounds, 0.82% hits; alpha-synuclein 5'UTR reporter, inhibitor activity; in the data active means inhibition above about 60%;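 further: H4 neuroglioblastoma cells stably carrying SNCA 5'UTR luciferase fusion; 0% = DMSO wells and 100% = positive control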
AI-2 QS modul = Vibrio harveyi AI-2 quorum sensing modulation; AID 2094; Vibrio harveyi JMH597 AI-2 luminescence/OD600 ratio, 9 h; hits give low values; strain lacks LuxN and CqsS sensors; 0 = neutral-control median; 300,000 compounds, 0.4% hits; activity change, % at 7.5 µM; in the data active means activity change below about -75%, passing the limit was not always enough;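 further: luminescence divided by OD600 gain over 9 h not by final OD600 alone; inactives centre near 13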
HSF1 inh = HSF1 inhibition; NIH3T3-HGL HSE-luciferase, MG132-induced, luminescence 8 h; hits give low values; activity change, negative = inhibition, % at 7.5 µM (by protocol); 300,000 compounds, 0.77% hits;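 active means more than half of replicate wells show activity change below -50%, luminescence cut by over half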;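 further: luciferase reports HSF-1 transcriptional activity via heat shock element; 0% = median of DMSO wells and -100% = zero luminescence signal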
PolyA inhibitor = inhibitors of polyadenylation in S. cerevisiae; S. cerevisiae SKY197-pL101 polyadenylation reporter, beta-gal luminescence; efflux-impaired pdr1/pdr3 knockout yeast; score 100 = 6 SD above DMSO; calls only at 12 µM; 300,000 compounds, 0.02% hits; AID 1875;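 active means lowest replicate activity score at least 50, where 100 means six control SD above control mean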;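 further: yeast exposed to compound for 9 h at 30 °C; higher score means more reporter readthrough which indicates perturbed polyadenylation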
KLF5 inhibitor = inhibitors of KLF5 expression; DLD-1 KLF5 promoter-luciferase reporter, luminescence; inhibition, % at 5 µM; 290,000 compounds, 0.23% hits;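 active means inhibition above a per-plate limit of that plate's mean compound inhibition plus 3 SD, cut at about 60% in these data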;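 further: 0% = DMSO wells and 100% = LY294002 at 200 µM; higher means less KLF5 promoter-driven luciferase light; inactives centre near -14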
Active calls of the source: *; i = inactive; / = not tested or not shown. These rows are one share of the data; the hit share may differ from the screen's.

Values run as follows: IEC-6 tox | GSK3beta inhib | GSK3A inh | HSF1 activator | HSP90 refold inh | aSyn 5UTR inh | AI-2 QS modul | HSF1 inh | PolyA inhibitor | KLF5 inhibitor
CC(=O)c1cccc(N(C(=O)c2ccco2)C(C(=O)NC2CCCC2)c2ccncc2)c1 (stereo unspecified)
    -6.6 | -1.9 | -0.7 | 11.4 | -0.8 | 3.4 | 20.9 | 2.1 | i | 7.8
CC(C)OP(=O)(CCP(=O)(OC(C)C)OC(C)C)OC(C)C
    -0.5 | 2.3 | -1.3 | 13.1 | -1.9 | 2.3 | 10.5 | 2.4 | i | -6.3
CC(=O)N1c2ccc(S(=O)(=O)N(C)CC(=O)NC3CCCCC3C)cc2CC1C (stereo unspecified)
    0.2 | -12.1 | 1.3 | 6.5 | 2.0 | 17.4 | -6.1 | 1.5 | i | -24.5
O=C(NCCSc1c[nH]c2ccccc12)c1c(F)cccc1F
    5.5 | 1.1 | -2.2 | 5.9 | 4.9 | 10.6 | 26.7 | 0.4 | i | -28.9
CCOC(=O)Cc1csc(NC(=O)c2ccc(Br)o2)n1
    -3.8 | 2.1 | -1.2 | -3.4 | 0.2 | -4.9 | 9.8 | -0.1 | i | -11.3
CN1C(C(=O)Nc2ncccn2)=C(O)c2ccccc2S1(=O)=O
    3.1 | -1.3 | -1.9 | 4.0 | 3.3 | 4.1 | 4.7 | -0.3 | i | -25.2
CC(C)C(NC(=O)OC(C)(C)C)C(=O)N1CCCC1C(=O)NC(Cc1ccccc1)C(N)=O (stereo unspecified)
    0.2 | 1.2 | -0.3 | 11.2 | 2.9 | 24.9 | 11.1 | -7.2 | i | -3.5
Cc1cccc(C)c1NC(=O)CN(C)CC(=O)Nc1sc2c(c1C(N)=O)CCC2
    / | 2.1 | 4.3 | -0.2 | / | -24.1 | -2.3 | -3.3 | i | /
O=C(c1cc([N+](=O)[O-])[nH]n1)N1CCSCC1
    4.9 | -1.1 | -2.1 | 9.2 | -0.3 | 20.6 | -6.6 | 3.8 | i | -19.1
COC(=O)C1(C)NC(c2cccs2)C2C(=O)N(c3ccc(F)cc3)C(=O)C21 (stereo unspecified)
    2.1 | 6.3 | -3.1 | -12.8 | 0.0 | 22.4 | 13.4 | -7.3 | i | 1.4
Cc1ccc(-c2ccc(CCC(=O)O)n2-c2ccc(C(=O)O)cc2)cc1
    -2.3 | 1.9 | -3.4 | -5.1 | 6.6 | -6.4 | 19.4 | -14.4 | i | -37.7
Cc1cccn2c(=O)c3cc(C(=O)NC4CCCC4)c(=N)n(Cc4ccc(F)cc4)c3nc12
    1.0 | 5.0 | -3.5 | -19.5 | -2.1 | 47.3 | 27.5 | -1.2 | i | -16.2
Cc1c(NS(=O)(=O)c2ccc3c(c2)NC(=O)CC(=O)N3)cccc1[N+](=O)[O-]
    -0.9 | -0.4 | 6.1 | 1.8 | -1.3 | 12.9 | 17.1 | 4.9 | i | -5.7
CCN1C(=O)C(NC(C)=O)c2cc(OC)ccc21 (stereo unspecified)
    -3.1 | -1.6 | -2.2 | 6.7 | 0.9 | 29.3 | -10.2 | -9.7 | i | -22.4
CCC1CCC(N2CCN(c3ccc(F)cc3)CC2)CC1 (stereo unspecified)
    1.4 | -0.5 | -1.1 | 7.3 | 0.5 | -6.8 | 8.7 | 1.8 | i | -27.0
CCOc1ccc(-c2nc(S(=O)(=O)c3ccccc3)c(NC)o2)cc1
    -6.4 | 1.6 | -2.2 | 5.4 | -0.2 | -3.3 | 22.4 | -1.2 | i | -7.8
O=C(OCC1O[C@@H](OC(=O)c2cc(O)c(O)c(O)c2)[C@@H](OC(=O)c2cc(O)c(O)c(O)c2)[C@@H](OC(=O)c2cc(O)c(O)c(O)c2)[C@@H]1OC(=O)c1cc(O)c(O)c(O)c1)c1cc(O)c(O)c(O)c1 (stereo partly specified)
    -0.1 | / | 57.5* | / | -2.6 | / | / | / | / | -23.7
CC1=C(C)CC(C(=O)Nc2ccc(C(=O)N3CCOCC3)cc2)C(C(=O)O)C1 (stereo unspecified)
    -1.8 | 0.2 | -0.7 | 2.7 | 1.0 | 13.6 | -8.0 | -4.9 | i | -6.4
Cc1cc2oc(=O)ccc2cc1[N+](=O)[O-]
    3.2 | 1.6 | 0.0 | -6.5 | -4.5 | -4.7 | -3.5 | -4.2 | i | -23.8
Cn1c(C(C#N)C(=O)c2ccco2)nc2ccccc21 (stereo unspecified)
    2.5 | 2.1 | -0.5 | 37.0 | 0.5 | -125.0 | 11.7 | 16.9 | i | 23.1
CCC(C)[C@H](N)c1cn([C@@H](Cc2cc3ccccc3[nH]2)C(=O)N2CCNCC2)nn1 (stereo partly specified)
    -8.5 | -4.6 | 4.4 | -5.1 | 7.5 | -11.0 | 22.8 | -6.8 | i | -1.3
CC1(C)Cc2c(sc3c2c(=N)n(Cc2ccco2)c(=O)n3CC(=O)Nc2cccc(Cl)c2)CO1
    -0.3 | 1.6 | -2.3 | 2.8 | 1.2 | 38.5 | 5.2 | 2.7 | i | -12.2
C/C=C(/C)C(=O)Nc1cccc(C2=NOC3(C2)C[C@@H](C(N)=O)N(C(=O)/C=C/CC)C3)c1 (stereo partly specified)
    / | 3.8 | -3.3 | -0.7 | / | 11.1 | 12.2 | -0.8 | i | /
CC1(C)CC(NC(=O)c2cccc(S(=O)(=O)N(Cc3ccccc3)c3ccccc3)c2)CC(C)(C)N1
    / | -10.3 | 4.8 | -4.9 | / | -29.6 | 5.5 | -2.4 | i | /
CC1=C(C(=O)N2CCCCC2)C2(CCC(C)CC2)OC1=O (stereo unspecified)
    6.0 | 0.2 | -1.6 | -2.0 | 1.1 | -4.8 | 13.7 | -2.9 | i | -4.2
Cc1cc(C2(c3ccc(O)c(C)c3)C(=O)Nc3ccccc32)ccc1O
    -1.4 | -6.7 | 1.4 | 3.2 | -1.5 | 40.5 | 6.1 | -1.9 | i | -6.8
Cc1ccc(-n2ncc3c2CCCC3NC(=O)c2ocnc2C)cc1C (stereo unspecified)
    2.9 | 1.2 | -1.4 | 4.8 | -1.6 | -6.2 | 11.8 | -10.1 | i | -8.9
CC1Oc2ccccc2C=C1/C=N/Nc1ccc(C(=O)O)cc1 (stereo unspecified)
    13.8 | -0.9 | -0.5 | -28.4 | 33.6* | -95.1 | -92.3* | -20.5 | i | -62.4
Cn1c2ccccc2c2cc(C(=O)NNS(=O)(=O)c3ccc(F)cc3)sc21
    2.2 | -21.2 | -1.3 | 13.5 | 1.9 | 16.8 | 5.2 | 16.5 | i | 9.5
CCOc1ccccc1NC(=O)CSc1nc2ccccc2c(=O)n1CC1CCCO1 (stereo unspecified)
    -5.2 | 2.8 | -0.9 | 10.4 | -1.9 | 15.4 | 36.1 | 3.5 | i | -15.8
CC(C)CCNc1cc(=O)n(C)c(=O)n1C
    2.9 | 2.3 | 6.9 | -7.7 | 4.3 | -2.7 | 24.6 | -3.7 | i | -22.5
CCN1C(=O)/C(=C\c2ccco2)C(C(=O)OC)=C1C
    0.6 | 1.4 | -0.8 | -0.4 | 1.8 | 11.0 | 14.4 | -9.1 | i | -27.0
COc1cccc(C(C(=O)NC(C)(C)C)N(CC(C)C)C(=O)CCC(=O)Nc2cc(C)on2)c1OC (stereo unspecified)
    -3.6 | 2.7 | 0.0 | 4.1 | -0.4 | -2.9 | 48.0 | 2.1 | i | -22.4
CC(C)(C)NC(=O)COc1ccccc1C#N
    0.8 | -0.9 | -0.1 | 1.2 | 0.7 | -1.0 | 11.0 | -5.4 | i | 5.1
Cc1cc(C(F)F)n2nc(C(=O)Nc3sc4c(c3C#N)CCC4)nc2n1
    9.3 | 1.6 | -1.4 | -5.8 | 1.9 | -1.3 | 7.5 | -1.1 | i | -12.4
O=C(O)c1ccc(-c2ccc(/C=C3\NC(=O)N(Cc4ccc(Cl)cc4)C3=O)o2)cc1Cl
    -3.4 | 1.0 | / | -0.6 | -0.3 | -32.0 | 19.5 | 5.3 | i | 19.2
O=C1NC(=O)C(CC(=O)N(Cc2cccs2)C2(C(=O)NC3CCCC3)CCCCC2)N1 (stereo unspecified)
    -1.4 | 0.5 | -0.7 | -9.2 | -0.9 | -20.6 | 10.0 | -5.2 | i | -32.1
Cc1ccc(NC(=O)C2CCCN2C(=O)NCc2ccccc2)cc1 (stereo unspecified)
    0.1 | 2.7 | -1.2 | 1.0 | 4.5 | 15.7 | 8.7 | 3.3 | i | 4.9
COC(=O)c1cc(OC)c(OC)cc1NC(=S)N1CCN(c2ccccn2)CC1
    1.3 | -5.8 | -0.6 | -13.4 | 11.8 | 3.0 | -7.4 | -3.8 | i | 12.9
NS(=O)(=O)c1ccc2c(c1)oc(=O)c1cc(S(N)(=O)=O)ccc12
    -3.8 | -1.7 | -2.6 | 8.2 | -3.3 | 22.7 | 20.0 | -1.7 | i | -27.3
CCN(CC)c1ccc2cc(C(N)=O)c(=O)oc2c1
    -10.0 | -2.7 | 0.0 | 15.0 | -3.6 | -97.6 | 16.9 | 5.3 | i | -38.7

Part of the list above, with tabs:
SMILES	IEC-6 tox	GSK3beta inhib	GSK3A inh	HSF1 activator	HSP90 refold inh	aSyn 5UTR inh	AI-2 QS modul	HSF1 inh	PolyA inhibitor	KLF5 inhibitor
COc1cccc(C(C(=O)NC(C)(C)C)N(CC(C)C)C(=O)CCC(=O)Nc2cc(C)on2)c1OC (stereo unspecified)	-3.6	2.7	0.0	4.1	-0.4	-2.9	48.0	2.1	i	-22.4
CC(C)(C)NC(=O)COc1ccccc1C#N	0.8	-0.9	-0.1	1.2	0.7	-1.0	11.0	-5.4	i	5.1
Cc1cc(C(F)F)n2nc(C(=O)Nc3sc4c(c3C#N)CCC4)nc2n1	9.3	1.6	-1.4	-5.8	1.9	-1.3	7.5	-1.1	i	-12.4
O=C(O)c1ccc(-c2ccc(/C=C3\NC(=O)N(Cc4ccc(Cl)cc4)C3=O)o2)cc1Cl	-3.4	1.0	/	-0.6	-0.3	-32.0	19.5	5.3	i	19.2
O=C1NC(=O)C(CC(=O)N(Cc2cccs2)C2(C(=O)NC3CCCC3)CCCCC2)N1 (stereo unspecified)	-1.4	0.5	-0.7	-9.2	-0.9	-20.6	10.0	-5.2	i	-32.1
Cc1ccc(NC(=O)C2CCCN2C(=O)NCc2ccccc2)cc1 (stereo unspecified)	0.1	2.7	-1.2	1.0	4.5	15.7	8.7	3.3	i	4.9
COC(=O)c1cc(OC)c(OC)cc1NC(=S)N1CCN(c2ccccn2)CC1	1.3	-5.8	-0.6	-13.4	11.8	3.0	-7.4	-3.8	i	12.9
NS(=O)(=O)c1ccc2c(c1)oc(=O)c1cc(S(N)(=O)=O)ccc12	-3.8	-1.7	-2.6	8.2	-3.3	22.7	20.0	-1.7	i	-27.3
CCN(CC)c1ccc2cc(C(N)=O)c(=O)oc2c1	-10.0	-2.7	0.0	15.0	-3.6	-97.6	16.9	5.3	i	-38.7

Assay outcomes deposited in PubChem BioAssay by several laboratories.
